D3 antag: qHTS of D3 Dopamine Receptor Antagonist: qHTS; actives 2.5% (n = 360,000); AID 652054, 2013; max response, negative = inhibition, %; D3R cells, DiscoveRx beta-arrestin luminescence, antagonist mode; stronger effect = lower value; in the data active means max response below about -50%; inconclusive means no clear call, values can overlap the other calls; further: on the % scale 0 is the no-effect control and ±100 the full control effect; mostly tested at two doses, the higher about 12 µM
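Cells expressing the human receptor were seeded at 1500 cells/well, incubated overnight at 37 degrees C in 5% CO2, then exposed to library compounds with dopamine controls for 90 minutes at 37 degrees C before luminescent detection.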
EPAC2 antag: qHTS for Antagonist of cAMP-regulated guanine nucleotide exchange factor 2 (EPAC2): primary screen; Potency, µM (series often up to 114 µM), inactives show at the top dose activity, negative = inhibition, usual class: inhibitors; Rap guanine nucleotide exchange factor 4 (Homo sapiens), Q8WZA2; EPAC2 GEF exchange of Rap1B-BODIPY-GDP, fluorescence; actives 0.18% (n = 360,000); further: potency means the concentration at half of the fitted maximal effect; on the % scale 0 is the no-effect control and ±100 the full control effect; nearly all actives have a fitted effect of over 45% in size; many of its hits are not listed in these tables
Target sequence (Q8WZA2 whole entry, looked up): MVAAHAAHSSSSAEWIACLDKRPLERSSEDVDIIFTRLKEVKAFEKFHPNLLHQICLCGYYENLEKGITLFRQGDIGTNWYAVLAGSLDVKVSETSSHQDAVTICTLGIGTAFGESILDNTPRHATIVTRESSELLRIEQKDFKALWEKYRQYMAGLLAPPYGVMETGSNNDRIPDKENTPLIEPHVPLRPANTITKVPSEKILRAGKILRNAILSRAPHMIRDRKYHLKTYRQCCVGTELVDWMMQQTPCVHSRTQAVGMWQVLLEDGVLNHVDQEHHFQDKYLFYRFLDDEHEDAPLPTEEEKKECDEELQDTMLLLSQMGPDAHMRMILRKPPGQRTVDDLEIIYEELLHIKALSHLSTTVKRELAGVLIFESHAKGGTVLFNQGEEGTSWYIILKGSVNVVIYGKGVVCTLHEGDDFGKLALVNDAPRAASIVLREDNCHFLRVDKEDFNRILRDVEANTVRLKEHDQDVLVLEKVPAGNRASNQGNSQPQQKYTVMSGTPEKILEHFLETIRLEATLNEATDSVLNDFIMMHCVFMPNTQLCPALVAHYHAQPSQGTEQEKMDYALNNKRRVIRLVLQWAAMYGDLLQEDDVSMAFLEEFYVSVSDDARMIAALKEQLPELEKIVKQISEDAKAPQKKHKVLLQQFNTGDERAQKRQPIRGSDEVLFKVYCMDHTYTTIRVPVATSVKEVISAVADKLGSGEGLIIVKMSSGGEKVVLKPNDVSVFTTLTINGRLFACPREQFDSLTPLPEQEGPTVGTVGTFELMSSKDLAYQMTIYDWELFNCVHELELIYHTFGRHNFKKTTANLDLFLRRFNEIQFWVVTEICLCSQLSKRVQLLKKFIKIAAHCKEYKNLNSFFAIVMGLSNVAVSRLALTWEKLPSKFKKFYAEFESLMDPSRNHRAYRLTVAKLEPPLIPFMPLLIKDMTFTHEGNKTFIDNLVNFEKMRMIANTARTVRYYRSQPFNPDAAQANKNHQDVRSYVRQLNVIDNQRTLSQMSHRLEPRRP
EPAC2 agonist: qHTS for Agonist of cAMP-regulated guanine nucleotide exchange factor 4 (EPAC2): primary screen | Rap guanine nucleotide exchange factor 4 (Homo sapiens), Q8WZA2 | EPAC2 activation, biochemical qHTS; response scale: 100% = 6.5 mM cAMP response | Potency, µM (highest dose often 154 µM), without a hit: at the highest dose activation, actives largely listed as activators | actives 0.079% (n = 360,000); further: potency means the concentration at half of the fitted maximal effect; nearly all actives have a fitted effect of over 50% in size
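EPAC2 (100 nM) mixed with Rap1B loaded with BODIPY-GDP (250 nM) plus 50 uM unlabeled GDP; compounds pinned in, 5 min RT, then read every 5 min for 30 min (ex 480, em 540 nm). Normalized to cAMP control.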
Abeta rescue: qHTS for compounds that reverse cellular toxicity of Amyloid beta (A-beta) peptide in yeast: Primary Screen | yeast expressing A-beta42, growth rescue, OD600, 48 h; response scale: 0% DMSO, 100% iron-clioquinol control | AID 1347071, 2019 | Potency, µM (series often up to 46.1 µM), inactives show at the top dose growth rescue, most hits filed as activators | actives 0.063% (n = 410,000); further: potency means the concentration at half of the fitted maximal effect; nearly all actives have a fitted effect of over 55% in size
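Growth rescue measured by 600 nm absorbance after 48 h yeast culture at 30 C with compound. Values normalized between DMSO and an equimolar ferric chloride plus clioquinol control.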
FUS suppressor: qHTS for Suppressors of FUS Proteinopathy: Primary screen using FUS-linked yeast assay. S. cerevisiae FUS-expressing, growth rescue, OD600, 24 h. AID 1347120, 2019. Potency, µM (titrated, usually from 76.6 µM), inactives show top-dose growth rescue (activation), hits mostly activators. actives 0.24% (n = 390,000);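 further: potency means the concentration at half of the fitted maximal effect; plate controls were DMSO vehicle for no effect and reference control for full effect; nearly all actives have a fitted effect of over 55% in size; some results filed as inactive show a strong effect at the top dose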
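Steps: raffinose overnight preculture; dilution to OD 0.005 in 2% galactose minimal medium; compound addition (concentration series); 24hr at 30C, 99% humidity; absorbance read at 600 nm.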
aSyn rescue: qHTS of alpha-syn Inhibitors; Yeast expressing alpha-synuclein, growth rescue, BacTiter-Glo, 24 h; Potency, µM (top dose mostly 46.1 µM), for inactives: at the top dose growth rescue (activation), most hits filed as activators; actives 0.14% (n = 370,000); further: potency means the concentration at half of the fitted maximal effect; % of control where 0% means no effect; nearly all actives have a fitted effect of over 65% in size
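Readout is rescue of growth in alpha-synuclein-expressing yeast, so inhibitors of toxicity appear as activators. Growth after 24 hr at 30 deg C in galactose medium is quantified by luminescence.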
D3 ag: qHTS of D3 Dopamine Receptor Agonist: qHTS; AID 652048, 2013; max activation, %; D(3) dopamine receptor (Homo sapiens), P35462; actives 0.58% (n = 410,000); D3R DiscoveRx beta-arrestin cells, luminescence, 90 min; in the data active means max activation above about 30%; further: 0% is about no effect; mostly tested at two doses, the higher about 12 µM
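Agonist mode: compounds and dopamine controls were applied to plated cells for 90 min at 37 degrees C after an overnight attachment at 1500 cells/well. Luminescent read-out followed 30 - 60 minutes at room temperature with DiscoveRx detection reagent.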
TDP43 rescue: qHTS of TDP-43 Inhibitors; TDP-43 expressing yeast growth rescue, BacTiter-Glo, 24 h; Potency, µM (top dose mostly 46.1 µM), for the others: at the highest dose growth rescue (activation), hits mostly activators; actives 1.8% (n = 410,000); AID 652104, 2013; further: potency means the concentration at half of the fitted maximal effect; % of control where 0% means no effect; nearly all actives have a fitted effect of over 50% in size
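In this qHTS, compounds that restore growth of yeast expressing TDP-43 appear as activators. Cells (OD600=0.02, galactose medium, raffinose-pregrown) are incubated with compound 24 hr at 30 deg C and growth is quantified by BacTiter-Glo.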
An asterisk follows results filed as active; [ ] = remark or other dose. Unless noted, the call rests on the fitted dose curve; in most records, active means well fitted curve in the direction sought with a large enough effect; inconclusive means small, poorly fitted or top-dose-only effect, or another doubt; inactive means no such curve, though single readings can be large; an effect the other way counts as inactive or inconclusive.

Results for CC1(C(=O)Nc2cccc3ccccc23)CCN1C(=O)Cc1ccc(Cl)cc1Cl (stereo unspecified) ?
D3 antag: 15; EPAC2 antag: -23%; EPAC2 agonist: 17%; Abeta rescue: 14%; FUS suppressor: inconclusive; aSyn rescue: inconclusive; D3 ag: -6; TDP43 rescue: 35µM*

What do the screens show for `CCOCCCNC(=O)C(NC(=O)c1ccc(=O)[nH]c1)c1ccccc1` (stereo unspecified)?
D3 antag: -15; EPAC2 antag: 3%; EPAC2 agonist: -7%; Abeta rescue: 21%; FUS suppressor: -34%; aSyn rescue: 1%; D3 ag: 5; TDP43 rescue: 4%

What do the screens show for `Cc1cc(C)cc(N2C(=O)CC(c3ccccc3)CC2=O)c1`?
D3 antag: 32; EPAC2 antag: -7%; EPAC2 agonist: 5%; Abeta rescue: 4%; FUS suppressor: 0%; aSyn rescue: 2%; D3 ag: 18; TDP43 rescue: -1%

How did c1ccc(-c2csc(-n3cnnn3)n2)cc1 do in these assays?
D3 antag: -1; EPAC2 antag: 20%; EPAC2 agonist: 8%; Abeta rescue: -22%; FUS suppressor: 28%; aSyn rescue: 1%; D3 ag: 0; TDP43 rescue: 11µM*

What do the screens show for `O=C(COc1ccc(Cl)cc1)Nc1ccc2nc(SCC(=O)N3CCCC3)sc2c1`?
Abeta rescue: 3%; FUS suppressor: 28%; D3 ag: 10; TDP43 rescue: -3%

What do the screens show for `Cc1nc(Nc2ccc(S(N)(=O)=O)cc2)sc1C(=O)Nc1ccccc1`?
D3 antag: -6; EPAC2 antag: -11%; EPAC2 agonist: 12%; Abeta rescue: 3%; FUS suppressor: 18%; aSyn rescue: -2%; D3 ag: -4; TDP43 rescue: -9%

What do the screens show for `COc1ccc(OC)c(C2NC(=O)NC(C)=C2C(=O)Nc2ccc(C)cc2)c1` (stereo unspecified)?
D3 antag: 24; EPAC2 antag: 4%; EPAC2 agonist: 7%; Abeta rescue: 0%; FUS suppressor: -3%; aSyn rescue: inconclusive; D3 ag: 14; TDP43 rescue: -19%

Results for COCCNC(=O)Nc1ccc2nc(-c3ccco3)c(-c3ccco3)nc2c1 ?
D3 antag: 1; EPAC2 antag: 12%; EPAC2 agonist: 14%; Abeta rescue: 4%; FUS suppressor: 25%; aSyn rescue: -8%; D3 ag: -2; TDP43 rescue: 25%

How did Cc1ccccc1Nc1nc(N)nc(CSc2nnc3ccccn23)n1 do in these assays?
D3 antag: 4; EPAC2 antag: 15%; EPAC2 agonist: 2%; Abeta rescue: 3%; FUS suppressor: 3%; aSyn rescue: 11%; D3 ag: 8; TDP43 rescue: -3%

Results for Cc1n[nH]c(=O)nc1NC1CCCCC1 ?
D3 antag: 11; EPAC2 antag: 28%[57.1 µM]; EPAC2 agonist: 21%; Abeta rescue: -5%; FUS suppressor: 3%; aSyn rescue: -15%; D3 ag: -3; TDP43 rescue: -11%

How did CCOC(=O)c1ccc(Nc2nc3nonc3nc2Nc2cccc(C)c2C)cc1 do in these assays?
Abeta rescue: -34%[inhibitor]; FUS suppressor: 11%; D3 ag: 10; TDP43 rescue: 3%

What do the screens show for `O=C(Nc1ccc(-c2ccc3nncn3n2)cc1)c1ccc(Br)o1`?
D3 antag: -11; EPAC2 antag: -12%; EPAC2 agonist: 23%; Abeta rescue: -10%; FUS suppressor: 26%; aSyn rescue: 6%; D3 ag: 2; TDP43 rescue: -5%

What do the screens show for `CCCc1c(C(=O)N/N=C/c2cccc(OCc3ccc(F)cc3)c2)nnn1-c1nonc1N`?
D3 antag: 4; EPAC2 antag: -8%; EPAC2 agonist: -3%; Abeta rescue: 3%; FUS suppressor: -9%; aSyn rescue: 6%; D3 ag: 0; TDP43 rescue: 13%

What do the screens show for `O=C(CSCC(=O)N1CCCCC1)Nc1nc(-c2ccc(Cl)s2)cs1`?
D3 antag: 10; EPAC2 antag: -7%; EPAC2 agonist: 9%; Abeta rescue: 6%; FUS suppressor: 37%; aSyn rescue: -12%; D3 ag: 5; TDP43 rescue: 20µM*

Results for COc1cccc(CNC(=O)CCn2c(=O)oc3ccccc32)c1 ?
D3 antag: -25; EPAC2 antag: -2%; EPAC2 agonist: 2%; Abeta rescue: -14%; FUS suppressor: 6%; aSyn rescue: -9%; D3 ag: -1; TDP43 rescue: 12%

5 entries from above, arranged by number of heavy atoms, ascending:
Results for Cc1n[nH]c(=O)nc1NC1CCCCC1 ?
D3 antag: 11; EPAC2 antag: 28%[57.1 µM]; EPAC2 agonist: 21%; Abeta rescue: -5%; FUS suppressor: 3%; aSyn rescue: -15%; D3 ag: -3; TDP43 rescue: -11%

What do the screens show for `Cc1cc(C)cc(N2C(=O)CC(c3ccccc3)CC2=O)c1`?
D3 antag: 32; EPAC2 antag: -7%; EPAC2 agonist: 5%; Abeta rescue: 4%; FUS suppressor: 0%; aSyn rescue: 2%; D3 ag: 18; TDP43 rescue: -1%

What do the screens show for `O=C(CSCC(=O)N1CCCCC1)Nc1nc(-c2ccc(Cl)s2)cs1`?
D3 antag: 10; EPAC2 antag: -7%; EPAC2 agonist: 9%; Abeta rescue: 6%; FUS suppressor: 37%; aSyn rescue: -12%; D3 ag: 5; TDP43 rescue: 20µM*

Results for CC1(C(=O)Nc2cccc3ccccc23)CCN1C(=O)Cc1ccc(Cl)cc1Cl (stereo unspecified) ?
D3 antag: 15; EPAC2 antag: -23%; EPAC2 agonist: 17%; Abeta rescue: 14%; FUS suppressor: inconclusive; aSyn rescue: inconclusive; D3 ag: -6; TDP43 rescue: 35µM*

How did CCOC(=O)c1ccc(Nc2nc3nonc3nc2Nc2cccc(C)c2C)cc1 do in these assays?
Abeta rescue: -34%[inhibitor]; FUS suppressor: 11%; D3 ag: 10; TDP43 rescue: 3%

(more compounds)
How did COCCCNC(=S)N1CCCC(c2nc3cc(C)c(C)cc3[nH]2)C1 (stereo unspecified) do in these assays?
D3 antag: -2; EPAC2 antag: 11%; EPAC2 agonist: -5%; Abeta rescue: -14%; FUS suppressor: 27%; aSyn rescue: -2%; D3 ag: -6; TDP43 rescue: -14%[0.397 µM]

How did C=CCN1C(=O)C(O)(CC(=O)c2ccccc2)c2ccccc21 (stereo unspecified) do in these assays?
D3 antag: -14; EPAC2 antag: 21%; EPAC2 agonist: 2%; Abeta rescue: 3%; FUS suppressor: -18%; aSyn rescue: -2%; D3 ag: 4; TDP43 rescue: 2%

What do the screens show for `Cc1csc(C(=O)O)c1NC(=O)c1c(Cl)cccc1Cl`?
D3 antag: 0; EPAC2 antag: 1%; EPAC2 agonist: 6%; Abeta rescue: -6%; FUS suppressor: 7%; aSyn rescue: -1%; D3 ag: -7; TDP43 rescue: 0%

What do the screens show for `COc1ccccc1CN1Cc2cccc3c2[C@@H](CC1=O)[C@H](O)[C@H](O)C3`?
D3 antag: 30; EPAC2 antag: 1%; EPAC2 agonist: 8%; Abeta rescue: -6%; FUS suppressor: -20%; aSyn rescue: -5%; D3 ag: 12; TDP43 rescue: 2%

What do the screens show for `CCCCCOc1ccc(/C(C)=N/NC2=NCCN2)cc1`?
D3 antag: 10; EPAC2 antag: -3%; EPAC2 agonist: 4%; Abeta rescue: -10%; FUS suppressor: -27%; aSyn rescue: 0%; D3 ag: -15; TDP43 rescue: -19%

Results for Cn1nc(OC(=O)Nc2cccc(Cl)c2)cc1C(F)(F)F ?
D3 antag: -19; EPAC2 antag: -5%; EPAC2 agonist: 16%; Abeta rescue: 23%[9.22 µM]; FUS suppressor: -56%; aSyn rescue: -4%; D3 ag: -2; TDP43 rescue: 10%

What do the screens show for `COCCC(=O)N1CCC(Oc2ccc(C(=O)N3CCCC(CCCO)C3)cc2)CC1` (stereo unspecified)?
D3 antag: 2; EPAC2 antag: 0%; EPAC2 agonist: -10%; Abeta rescue: 0%; FUS suppressor: 13%; aSyn rescue: 4%; D3 ag: 2; TDP43 rescue: -15%

How did COC(=O)C1=C(C)N(C)C(C)=C(C(=O)OC)C1c1ccc(F)c(Br)c1 do in these assays?
D3 antag: -13; EPAC2 antag: inconclusive; EPAC2 agonist: 10%; Abeta rescue: -26%; FUS suppressor: 17%; aSyn rescue: -19%; D3 ag: -7; TDP43 rescue: inconclusive

How did COc1ccc(/C=C/C(=O)NCCc2ccc(OC)c(OC)c2)cc1 do in these assays?
D3 antag: -1; EPAC2 antag: 0%; EPAC2 agonist: 15%; Abeta rescue: 16%; FUS suppressor: 21%; aSyn rescue: -4%; D3 ag: 7; TDP43 rescue: 15%

How did CN(C)Cc1cc(C(C)(C)C)cc(N2CCOCC2)c1O do in these assays?
D3 antag: -14; EPAC2 antag: 13%; EPAC2 agonist: -3%; Abeta rescue: -25%; FUS suppressor: 13%; aSyn rescue: 0%; D3 ag: -12; TDP43 rescue: -11%

What do the screens show for `CCOCCCn1c(SCC(=O)NC2CCCCC2)nc2ccccc2c1=O`?
D3 antag: 22; EPAC2 antag: 7%; EPAC2 agonist: 3%; Abeta rescue: 9%; FUS suppressor: -26%; aSyn rescue: 2%; D3 ag: 2; TDP43 rescue: 10%

How did CC1CC(C)CN(S(=O)(=O)c2ccc3oc(=O)ccc3c2)C1 (stereo unspecified) do in these assays?
D3 antag: 0; EPAC2 antag: -5%; EPAC2 agonist: -5%; Abeta rescue: 2%; FUS suppressor: 2%; aSyn rescue: 2%; D3 ag: 0; TDP43 rescue: 4%

What do the screens show for `COc1ccc(CCNC(=O)Cc2ccsc2)cc1`?
D3 antag: -13; EPAC2 antag: 3%; EPAC2 agonist: 16%; Abeta rescue: -17%; FUS suppressor: 12%; aSyn rescue: -3%; D3 ag: 0; TDP43 rescue: 6%

How did Cc1cc(C)c2c(CC(=O)Nc3ccc(S(=O)(=O)N4CCCCC4)cc3)coc2c1 do in these assays?
Abeta rescue: 10%; FUS suppressor: 39%; D3 ag: 7; TDP43 rescue: 0%

Bioassay records (PubChem)

Not all compounds are listed; rates above refer to the full screens.
